PI4K2A inh – PI4K2A (human) kinase inhibition; 420,000 compounds, 0.13% hits; purified PI4K2A, ADP-Glo luminescence, 1 h; stronger effect = lower value; activity change, negative = inhibition, % at 76.9 µM; Q9BTU6; in the data active means activity change below about -50%; inconclusive means mostly about -30% to -49%;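 further: -100% = wells without enzyme as full effect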
Target sequence (Q9BTU6 whole entry, looked up): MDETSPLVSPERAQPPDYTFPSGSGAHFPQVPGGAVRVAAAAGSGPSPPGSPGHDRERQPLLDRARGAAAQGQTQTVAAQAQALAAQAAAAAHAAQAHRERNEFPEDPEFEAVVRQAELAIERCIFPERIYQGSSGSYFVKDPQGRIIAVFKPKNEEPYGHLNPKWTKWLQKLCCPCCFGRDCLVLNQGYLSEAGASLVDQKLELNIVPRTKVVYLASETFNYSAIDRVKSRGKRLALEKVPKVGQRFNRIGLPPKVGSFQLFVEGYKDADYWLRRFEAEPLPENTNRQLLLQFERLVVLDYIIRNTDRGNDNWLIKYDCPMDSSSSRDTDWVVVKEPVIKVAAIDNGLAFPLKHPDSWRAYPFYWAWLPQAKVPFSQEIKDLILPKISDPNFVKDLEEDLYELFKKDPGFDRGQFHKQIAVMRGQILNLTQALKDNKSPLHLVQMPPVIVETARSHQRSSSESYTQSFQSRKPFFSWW
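PI4K2A activity was measured by ADP-Glo luminescence: enzyme (4 ug/mL stock) and phosphatidylinositol (1.2 mM stock) in Tris pH 7.5/MgCl2/EGTA/Triton X-100 buffer were reacted with ATP (300 microM stock) for one hour at ambient temperature.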
TrxR1 substrate – rat thioredoxin reductase 1 substrate activity; purified TrxR1 substrate turnover, NADPH consumption readout; Potency, µM (highest dose often 114 µM), for the others: at the highest dose activity change, negative = substrate turnover; 390,000 compounds, 0.01% hits; AID 588456; further: potency means the concentration at half of the fitted maximal effect; on the % scale 0 is the no-effect control and ±100 the full control effect; nearly all actives have a fitted effect of over 50% in size
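Rat TrxR1, dispensed at 90 nM, was prereduced with 400 uM NADPH (final) for 5 min at ~22 deg C, then incubated with compound 15 min before 400 uM selenite. A first-read NADPH fluorescence drop versus no-compound background flagged substrates.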
rTrxR1 inhibitor – blocks rat thioredoxin reductase 1. recombinant rTrxR1, NADPH fluorescence consumption, selenite substrate. Potency, µM (top dose mostly 114 µM), for the others: top-dose activity change, negative = inhibition, usual class: inhibitors. 390,000 compounds, 1% hits. AID 588453; further: potency means the concentration at half of the fitted maximal effect; on the % scale 0 is the no-effect control and ±100 the full control effect; nearly all actives have a fitted effect of over 65% in size
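Rat TrxR1 (90 nM in the dispensed reagent) was pre-reduced with 400 uM NADPH for 5 min at room temperature, then incubated with compound for 15 min. After 400 uM selenite was added, NADPH fluorescence (Ex 340/Em 450 nm) was followed for 8 min.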
mIDH1 inhibitor – blocks human mutant IDH1 R132H enzyme. O75874. IDH1-R132H enzyme, NADPH consumption, diaphorase/resazurin fluorescence. Potency, µM (doses to about 76.6 µM), without a hit: at the top dose activity change, negative = inhibition, hits mostly inhibitors. 390,000 compounds, 0.093% hits. AID 602179; further: potency means the concentration at half of the fitted maximal effect; on the % scale 0 is the no-effect control and ±100 the full control effect; nearly all actives have a fitted effect of over 65% in size
Target sequence (O75874 whole entry R132H, stated change not applied): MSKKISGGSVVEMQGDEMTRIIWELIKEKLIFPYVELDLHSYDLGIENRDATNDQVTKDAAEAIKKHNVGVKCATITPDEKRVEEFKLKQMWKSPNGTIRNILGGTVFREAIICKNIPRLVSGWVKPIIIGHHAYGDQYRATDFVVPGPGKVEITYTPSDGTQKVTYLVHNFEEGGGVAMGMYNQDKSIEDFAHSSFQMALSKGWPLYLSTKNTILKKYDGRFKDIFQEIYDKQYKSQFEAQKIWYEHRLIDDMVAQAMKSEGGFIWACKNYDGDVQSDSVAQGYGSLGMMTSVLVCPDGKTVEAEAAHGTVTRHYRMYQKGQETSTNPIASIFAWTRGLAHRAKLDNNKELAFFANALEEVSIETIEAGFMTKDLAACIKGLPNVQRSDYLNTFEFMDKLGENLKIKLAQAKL
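IDH1-R132H (0.5 ug/mL dispensed) in pH 7.5 Tris buffer was preincubated 30 min with compound, then given a substrate mix of 0.016 mM NADPH and 2 mM alpha-KG for 80 min at room temperature; remaining NADPH was read by diaphorase/resazurin fluorescence.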
PGK inhibitor – T. brucei PGK inhibition; Potency, µM (top dose mostly 57.5 µM), for inactives: at the highest dose activity change, negative = inhibition, hits mostly inhibitors; AID 602233; 380,000 compounds, 0.043% hits; PGK/GAPDH coupled, Kinase-Glo luminescence, 60 min; further: potency means the concentration at half of the fitted maximal effect; on the % scale 0 is the no-effect control and ±100 the full control effect; nearly all actives have a fitted effect of over 60% in size
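Luminescent ATP detection (Kinase-Glo Plus) follows a 60-minute room-temperature incubation, with wells lacking PGK as controls. Buffer: 100 mM TEA (pH 7.6), 5 mM MgCl2, 0.01% Tween-20. Coupling enzyme GAPDH (100 nM final) supplies unstable 1,3-BPG in-well.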
HP1b binding inh – HP1-beta chromodomain-methylated histone interaction inhibition; AlphaScreen HP1-beta / biotin-H3K9me3 peptide binding; 390,000 compounds, 0.56% hits; AID 540317; Potency, µM (series often up to 114 µM), for inactives: top-dose activity change, negative = inhibition, hits mostly inhibitors; further: potency means the concentration at half of the fitted maximal effect; nearly all actives have a fitted effect of over 70% in size; inactives centre near 23
Target sequence (P83916 whole entry, looked up): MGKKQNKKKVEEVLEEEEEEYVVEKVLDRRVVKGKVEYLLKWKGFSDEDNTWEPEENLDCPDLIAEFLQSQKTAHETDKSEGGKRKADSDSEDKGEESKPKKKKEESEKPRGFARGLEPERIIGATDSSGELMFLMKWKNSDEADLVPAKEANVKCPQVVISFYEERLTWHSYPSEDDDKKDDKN
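AlphaScreen: HP1-beta (50 nM) preformed 30 min with biotin-H3(1-18)K9me3 peptide (50 nM) in PBS pH 7.4, 0.01% Tween-20. Compound added for 30 min at RT, then streptavidin donor/nickel chelate acceptor beads (10 ug/mL) for 30 min.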
USP1-UAF1 inh – inhibitors of human USP1/UAF1 deubiquitinase | 390,000 compounds, 0.23% hits | recombinant USP1/UAF1, Ub-Rhodamine cleavage fluorescence | Potency, µM (series often up to 57.1 µM), without a hit: at the top dose activity change, negative = inhibition, usual class: inhibitors | AID 743255; further: potency means the concentration at half of the fitted maximal effect; on the % scale 0 is the no-effect control and ±100 the full control effect; nearly all actives have a fitted effect of over 60% in size; inactives centre near -12
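USP1/UAF1 complex at 1 nM was preincubated with compound for 15 min at room temperature, then Ub-Rho substrate (150nM final) was added. Fluorescence (480/540 nm) was read kinetically, 6 reads every 60 seconds.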
Pin1 inh – inhibitors of human Pin1. Q13526. Pin1 FP peptide displacement, HiFluor488, 10 min. Potency, µM (top dose mostly 115 µM), for inactives: at the highest dose activity, negative = inhibition, hits mostly inhibitors. 390,000 compounds, 0.009% hits; active means well fitted inhibition curve with a large enough effect in the polarisation, with a control signal flat, not every such curve was filed as active; inconclusive means small, poorly fitted or top-dose-only effect, or effect the other way, or a change in a side signal; inactive means no such curve, though single readings can be large or run the other way; the % refers to the polarisation; further: potency means the concentration at half of the fitted maximal effect; on the % scale 0 is the no-effect control and ±100 the full control effect
GLS inh – blocks human kidney-isoform glutaminase activity. O94925. GLS enzymatic activity, qHTS titration. Potency, µM (titrated, usually from 45.5 µM), inactives show top-dose activity change, negative = inhibition, actives largely listed as inhibitors. 410,000 compounds, 0.21% hits; further: potency means the concentration at half of the fitted maximal effect; on the % scale 0 is the no-effect control and ±100 the full control effect
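hKGA in 45 mM KH2PO4 pH 8.2, 0.02% Tween-20 with pin-transferred compounds; 1 mM L-glutamine (stock) plus glutamate oxidase/HRP/Amplex Red coupling added. Fluorescence read initially and after 30 min at RT.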
Starred values were filed as active, the others as inactive; i = inactive; u = inconclusive; x = no result given; & = joins results of further samples; [ ] = remark or other dose. Unless noted, the call rests on the fitted dose curve; in most records, active means well fitted curve in the direction sought with a large enough effect; inconclusive means small, poorly fitted or top-dose-only effect, or another doubt; inactive means no such curve, though single readings can be large; an effect the other way counts as inactive or inconclusive.

SMILES	PI4K2A inh	TrxR1 substrate	rTrxR1 inhibitor	mIDH1 inhibitor	PGK inhibitor	HP1b binding inh	USP1-UAF1 inh	Pin1 inh	GLS inh
Cc1ccc(CSc2oc(-c3ccco3)nc2S(=O)(=O)c2ccc(C)cc2)cc1	-6	-8%	-5%	8%	i	11%	-4%	49%[activator]	-4%
CC(C)c1csc(CN2CCN(Cc3ccc(F)c(F)c3)C(CCO)C2)n1 (centres undefined)	0	0%[57.1 µM]	11%[57.1 µM]	0%	13%	4%	-1%	6%	15%
CCOC(=O)c1cnc(SCC(=O)Nc2cc(OC)cc(OC)c2)nc1N	-7	-1%[57.1 µM]	-12%[57.1 µM]	1%	-4%	28%	-17%	4%	-3%
CCOC(=O)c1sc(NC(=O)COc2ncnc3ccccc23)c(C(=O)OCC)c1C	0	-6%	-17%	11%	i	46%[activator]	-20%	-1%	-5%
CC1=Nc2ccccc2N=C(NC(=O)CN2CCN(c3ccccc3)CC2)C1c1ccccc1 (centres undefined)	-2	-3%	1%	0%	-6%	22%	-21%	37%[activator]	-8%
CCN(CC(=O)Nc1cccc(OC)c1)c1ncnc2sc(C)c(C)c12	2	-8%	-10%	11%	0%	16%	-21%	-9%	6%
CCCCNC(=O)c1cc2nc(-c3ccc(OC)cc3)cc(C(F)(F)F)n2n1	-2	x	x	0%	2%	x	4%	x	-1%
Cc1nn(C)c(C)c1/C=C(/C(=O)C(C)(C)C)n1cncn1	-1	-7%	-22%	0%	i	22%	-13%	3%	-3%
COc1ccc(CNC(=O)C2CCCN2S(=O)(=O)c2ccc(F)cc2)cc1 (centres undefined)	-1	3%[57.1 µM]	13%[57.1 µM]	1%	8%	36%	-3%	8%	-4%
CCOC(=O)c1c(NC(=O)c2ccc(N3C(=O)[C@@H]4[C@H](C3=O)[C@H]3C=C[C@@H]4C3)cc2)sc2c1CCCC2	1	24%	52%[activator]	-4%	-3%	43%[activator]	-21%	-3%	2%
O=C(Nc1nnc(SCc2cccnc2)s1)C1CC(=O)N(c2ccccc2)C1 (centres undefined)	0	-1%	-8%	2%	8%	34%	-10%	-9%	4%
CCN(Cc1ccncc1)C(=O)c1ccc2c(c1)S(=O)(=O)c1ccccc1C2=O	-3	-12%	-18%	-5%	4%	15%	5%	0%	1%
COc1cc(CN(C)CC(=O)c2[nH]c(C)c(C(C)=O)c2C)ccc1OC(F)F	-2	-4%	-47%	2%	i	19%	-9%	10%	0%
COc1cc(NC(=O)COc2cccc3c2OC(C)(C)C3)cc(OC)c1OC	1	1%	-6%	20%	-6%	38%	-17%	-7%	1%
Cc1ccc(C=NNc2ccc([N+](=O)[O-])cn2)cc1	4	3%[57.1 µM]	3%[11.4 µM]	3%	1%	26%	-4%	12%	19%
O=C(c1cccs1)N1CCN(Cc2cccc([N+](=O)[O-])c2)CC1	-2	-5%	-2%	22%	i	u	-5%	5%	1%
Cc1cc(C)nc(SCC(=O)N(C)CC(=O)Nc2c(Cl)cccc2Cl)n1	-1	-4%	7%	15%	-9%	20%	-22%	-5%	-17%
Cc1nc2n[nH]c(N)c2c2c1COC(C)(C)C2	-7	-10%	-10%	-1%	1%	26%	0%	1%	31%
COc1ccc(CNc2nc3nc(C)cc(C)n3n2)cc1	2	11%	6%	0%	-9%	29%	-9%	-2%	8%
CCc1nc(SCC(=O)N2CCN(C(=O)c3ccco3)CC2)c2c3c(sc2n1)CCCC3	-6	-3%	-25%	-1%	-6%	-21%	-13%	-4%	-1%
COc1ccc(OC)c(S(=O)(=O)CC(=O)c2cc3ccc(OC)cc3oc2=O)c1	0	2%	15%	4%	i	39%	-17%	3%	-6%
CS/C(=N\S(=O)(=O)c1cccs1)Nc1ccc(N2CCOCC2)cc1	-6&-2	9%	26%	-4%&0%	-4%[11.5 µM]	26%	-7%&-8%	-2%	5%&10%
O=C(N/N=C/c1c(O)ccc2ccccc12)c1cccnc1	5	-6%	-5%	-4%	-4%	49%[activator]	-29%	u	9%
COc1ccc2c(c1)Sc1ccccc1N2	-1	-4%	23%[57.1 µM]	17%	-7%	28µM*	-10%	0%	18µM*
CCCCP(=O)(CCCC)CCP(=O)(c1ccccc1)c1ccccc1	2	-4%	-13%	4%	-2%	35%	-1%	3%	-3%
Cc1nc(NC(=O)COC(=O)c2ccc(S(=O)(=O)N3CCc4ccccc4C3)cc2)c(Cl)cc1Cl	0	3%[57.1 µM]	12%[57.1 µM]	2%	-5%	21%	-19%	-4%	18%
C/C(=N\NC(=O)c1ccc(N(C)C)cc1)c1ccc(C)cc1C	-5	5%[57.1 µM]	3%[57.1 µM]	0%	-2%	20%	-20%	-5%	-16%
CSc1ncc(Cl)c(C(=O)NCc2cccnc2)n1	-3	5%[57.1 µM]	-9%[57.1 µM]	1%	7%	14%	0%	2%	0%
Cc1ccc(-c2noc(CCC(N)=O)n2)cc1	-2	-4%	3%	17%	-9%	32%[activator]	-25%	-11%	0%
Cc1ccccc1NC(=O)c1ccc2ccccc2c1	-16	-4%	9%	7%	-4%	14%	-6%	5%	1%
COc1cccc(-c2c(C(=O)O)cc(O)c3ccc(OC)cc23)c1	-3	3%[57.1 µM]	10%[2.29 µM]	9%	-9%	30%[57 µM]	-3%	-1%	3%
COc1ccc(N2C(=O)CCC2=O)c(OC)c1	4	4%[57.1 µM]	8%	-2%	-4%	18%	5%	-5%	24%
Cc1c(C(=O)Nc2nc(-c3ccc(F)cc3)ns2)oc2ccc(Br)cc12	-4	1%	22%	-7%	i	15%	-12%	-2%	-7%
Cc1cccc(CCNC(=O)c2cc3c(s2)-c2c(C)cccc2OC3)c1	-9	184%[activator]	91%[activator]	12%	5%	26%	13%	56%[activator]	-15%
O=C(O)CN1C(=O)C2C3C=CC(C2C1=O)C1C(=O)N(CC(=O)O)C(=O)C31 (centres undefined)	4	3%	21%	1%	-3%	24%	-25%	-3%	-13%
O=C(NCc1nc2ccccc2[nH]1)c1cccc(S(=O)(=O)N2CCCCC2)c1	-1	1%	8%[57.1 µM]	-7%	-6%	-6%	-10%	-2%	-8%
Cc1cc(S(=O)(=O)N2CCOCC2)ccc1OCC(=O)NCC1CCCO1 (centres undefined)	-5	11%[57.1 µM]	21%[57.1 µM]	15%	-7%	8%	-7%	-2%	4%
O=C(NCC1CCCO1)c1cccc(S(=O)(=O)Nc2ccc(F)cc2)c1 (centres undefined)	2	-2%	15%	-7%	0%	49%[activator]	-18%	1%	-2%
O=Cc1ccc(C(=O)OCC(=O)NC(=O)Nc2ccccc2F)cc1	-8	-1%	-7%	-10%	-4%	14%	-25%	10%	-9%
Cc1ccc(S(=O)(=O)N2CCCCC2CCNC(=O)C(=O)NCc2ccccc2C)cc1 (centres undefined)	-1	1%	21%	2%	-10%	-9%	-11%	-2%	0%
CCOC(=O)C1Nc2c(F)cc(C)cc2C2c3ccccc3CC12 (centres undefined)	-3	-4%	3%	-2%[38.3 µM]	-2%	33%	-20%	2%	4%
O=C(COC(=O)c1ccccc1C(=O)c1ccccc1)c1ccco1	1	-2%	-25%	12%	-18%	24%	-11%	5%	-3%
CSc1ccc(CNC(=O)CCn2ccc3cc(S(=O)(=O)N4CCC(C)CC4)ccc32)cc1	1	2%	25%	-4%	-1%	24%	-9%	26%	2%
O=C(Cc1ccccc1)NN=C1CCCC1	3	10%[57.1 µM]	21%[57.1 µM]	15%	-6%	16%[57 µM]	9%	-5%	-6%
COc1ccccc1C(=O)NCCC(=O)N1CCN(c2ccc(C(F)(F)F)cn2)CC1	-7	2%	28%[57.1 µM]	-7%	i	15%	-6%	5%	-1%
CCC(=O)N1CCc2cc(S(=O)(=O)NCCC(=O)Nc3ccc(CC)cc3)ccc21	1	-1%	13%	0%	10%	29%	-6%	3%	5%
O=C(Cn1cnc2cc([N+](=O)[O-])ccc2c1=O)Nc1ccccc1Cl	-2	7%	15%	5%	-1%	17%	-12%	-3%	-13%
Cc1ccc(Cn2c(N/N=C/c3ccncc3)nc3c2c(=O)n(C)c(=O)n3C)cc1	3	4%[57.1 µM]	-4%[57.1 µM]	7%	-3%	u	-11%	1%	u
O=C(C(Cc1ccccc1)n1cccc1)N1CCN(c2ccccc2)CC1 (centres undefined)	-4	10%[57.1 µM]	16%[57.1 µM]	26%	-6%	-6%	-19%	-1%	3%
COC(=O)c1ccc(Cl)cc1NC(=O)Nc1nnc(N2CCCC2)s1	-2	-2%	11%	1%	i	21%	-25%	-5%	-8%
Cc1cc2oc(C(=O)Nc3ccc(S(=O)(=O)Nc4ncccn4)cc3)cc(=O)c2cc1C	1	1%	4%	24%	1%	-3%	u	-9%	0%
COc1ccccc1CNC(=O)C(NC(=O)C1CCCCC1)C(C)C (centres undefined)	6	5%	11%	13%	2%	18%	-10%	-1%	-3%
COC(=O)c1sc(N(C)C)c(C#N)c1-c1ccccc1	-3	-6%[57.1 µM]	11%[57.1 µM]	-2%	-1%	26%	-18%	2%	1%

An excerpt; rates above refer to the full screens.
